Assay outcomes as filed in PubChem BioAssay.
PrPC TRFRET = cell surface PrPC inhibition, primary TR-FRET screen; P04156; inhibition, % at 13.8 µM; 370,000 compounds, 0.43% hits; TR-FRET read-out; in the data active = inhibition above about 24%; also: 0% = median of the test wells and 100% = reference compound wells
CCHF vOTU inh = CCHFV vOTU protease inhibition. 370,000 compounds, 0.55% hits. AID 651958. Pep-AMC fluorescence. inhibition, % at 11.5 µM; in the data active = inhibition above about 30%; also: 0% = vehicle wells with enzyme and 100% = no enzyme wells
Yp Topo-I inh = Y. pestis Topo-I inhibition via cleavage products. Y. pestis Topo-I cleavage product accumulation, plate reader. activity, % at 10 µM. 360,000 compounds, 0.064% hits. AID 504884; in the data active = activity above about 50%, passing the limit was not always enough; also: inactives centre near 2
TcdB GH inh = TcdB glycohydrolase inhibition; TcdB glycohydrolase enzymatic assay, plate reader; 350,000 compounds, 0.24% hits; P18177; inhibition, % at 9.99 µM; in the data active = inhibition above about 10%
DUSP3 inh = DUSP3 (human) phosphatase inhibition. AID 1654. 290,000 compounds, 0.52% hits. inhibition, % at 13.3 µM. recombinant VHR phosphatase, pNPP absorbance. P51452; in the data active = inhibition above about 50%; also: some compounds called inactive have numbers as strong as hits
Target sequence (P51452 whole entry, looked up): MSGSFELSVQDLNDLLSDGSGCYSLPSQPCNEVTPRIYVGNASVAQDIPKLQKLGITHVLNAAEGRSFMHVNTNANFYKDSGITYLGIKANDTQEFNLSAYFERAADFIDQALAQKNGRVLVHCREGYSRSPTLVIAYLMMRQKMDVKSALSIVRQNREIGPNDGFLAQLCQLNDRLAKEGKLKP
SSB-PriA inh = K. pneumoniae PriA-SSBct interaction inhibition | inhibition, % at 33 µM | AlphaScreen SSBct-PriA binding, biotinylated peptide | 430,000 compounds, 0.6% hits; in the data active = inhibition mostly above about 37%, no sharp cut-off; inactive = mostly below about 20%;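 also: plate controls were negative control peptide for no effect and reference peptide for full effect; strong numbers were not always called active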
SARS 3CLpro inh = SARS-CoV 3CLpro protease inhibition. recombinant SARS-CoV 3CLpro, quenched FRET peptide cleavage. inhibition, % at 6 µM. 290,000 compounds, 0.14% hits. AID 1706; in the data active = inhibition above about 12%
Rv3671c protease = inhibitors of M. tuberculosis serine protease Rv3671c; 320,000 compounds, 0.048% hits; AID 2606; inhibition, % at 5.96 µM; in the data active = inhibition above about 38%;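 also: extracellular domain of Rv3671c used as enzyme; 0% = enzyme with DMSO and 100% = no enzyme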
Target sequence (P9WHR9 whole entry, looked up, the tested form may be a part): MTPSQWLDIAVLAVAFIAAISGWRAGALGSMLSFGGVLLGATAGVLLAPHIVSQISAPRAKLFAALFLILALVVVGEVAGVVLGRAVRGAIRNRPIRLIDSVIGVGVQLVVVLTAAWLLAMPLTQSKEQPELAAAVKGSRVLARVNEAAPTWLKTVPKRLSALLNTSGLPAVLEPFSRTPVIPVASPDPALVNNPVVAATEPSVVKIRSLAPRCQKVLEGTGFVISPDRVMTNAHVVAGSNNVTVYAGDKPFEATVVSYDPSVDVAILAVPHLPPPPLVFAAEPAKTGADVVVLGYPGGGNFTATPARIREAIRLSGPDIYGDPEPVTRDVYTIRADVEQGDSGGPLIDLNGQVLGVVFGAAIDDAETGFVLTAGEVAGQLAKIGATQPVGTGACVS
Vc quorum ag = inducers of Vibrio cholerae quorum light production without autoinducers; V. cholerae BH1578 lux reporter, luminescence, 6 h; activation, % at 18.7 µM; 350,000 compounds, 0.16% hits; AID 588436; in the data active = activation mostly above about 9.7%, no sharp cut-off; also: not every result past the cut was called active; inactives centre near 0; reference of the scale not given here
MazEF act = MazEF (E. coli) toxin RNase activation. P0AE70. FAM/BHQ RNA-DNA oligo cleavage fluorescence, 5 h. activation, % at 20 µM. 350,000 compounds, 0.32% hits. AID 504720; in the data active = activation above about 50%
Target sequence (P0AE70 whole entry, looked up): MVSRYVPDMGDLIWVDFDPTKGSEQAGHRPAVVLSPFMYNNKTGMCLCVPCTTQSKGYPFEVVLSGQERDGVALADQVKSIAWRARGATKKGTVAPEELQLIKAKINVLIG
An asterisk follows results filed as active.

How did O=C(NCCCn1ccnc1)c1cnn2c1NC(c1ccccc1)CC2C(F)(F)F (configuration not stated) do in these assays?
PrPC TRFRET: -7; CCHF vOTU inh: -19; Yp Topo-I inh: -1; DUSP3 inh: 14; SSB-PriA inh: -8; SARS 3CLpro inh: 0; Rv3671c protease: 5; Vc quorum ag: -0.3; MazEF act: -3

How did O=C(NCCc1ccccn1)c1nc(Cn2cc([N+](=O)[O-])cn2)no1 do in these assays?
PrPC TRFRET: -2; CCHF vOTU inh: 13; Yp Topo-I inh: 5; TcdB GH inh: -0.3; DUSP3 inh: 12; SSB-PriA inh: 13; SARS 3CLpro inh: 1; Rv3671c protease: 6; Vc quorum ag: -1.5; MazEF act: 12

Results for COC(=O)C1=C(C)N(CC2CC2)C(=NCCN2CCOCC2)N[C@H]1c1ccccc1 ?
Yp Topo-I inh: 2; DUSP3 inh: 20; SSB-PriA inh: -13; SARS 3CLpro inh: -6; Rv3671c protease: -4; Vc quorum ag: 0.0; MazEF act: 0

Results for CC(C)(C)c1nnc(NC(=O)Nc2ccc(Cl)cc2)s1 ?
PrPC TRFRET: 5; CCHF vOTU inh: 0; Yp Topo-I inh: 6; TcdB GH inh: -1.6; DUSP3 inh: 18; SSB-PriA inh: -1; SARS 3CLpro inh: -1; Rv3671c protease: 0; Vc quorum ag: 0.5; MazEF act: 0

What do the screens show for `O=C(NC1CCCN(Cc2ccc(Cl)cc2)C1)c1cccc(F)c1` (configuration not stated)?
PrPC TRFRET: -8; CCHF vOTU inh: -3; Yp Topo-I inh: 4; TcdB GH inh: 0.2; DUSP3 inh: 0; SSB-PriA inh: -10; SARS 3CLpro inh: 2; Rv3671c protease: -1; Vc quorum ag: 1.2; MazEF act: 8

What do the screens show for `Cc1cccnc1CCNCc1c(C(=O)N2C[C@@H](C)O[C@@H](C)C2)nc2ccc(Cl)cn12`?
PrPC TRFRET: -6; CCHF vOTU inh: 11; Yp Topo-I inh: 17; TcdB GH inh: -0.5; DUSP3 inh: 10; SSB-PriA inh: 1; SARS 3CLpro inh: -1; Rv3671c protease: 2; Vc quorum ag: 0.2; MazEF act: 14

What do the screens show for `CSc1ccccc1NC(=O)c1cc2ncc(Br)cn2n1`?
PrPC TRFRET: 2; CCHF vOTU inh: 13; Yp Topo-I inh: -2; TcdB GH inh: 1.2; DUSP3 inh: 28; SSB-PriA inh: 6; SARS 3CLpro inh: -3; Rv3671c protease: 7; Vc quorum ag: inactive; MazEF act: -18

Results for COC(=O)c1ccc(Cl)c(NC(=O)CN(c2ccc(OC)c(OC)c2)S(C)(=O)=O)c1 ?
PrPC TRFRET: 3; CCHF vOTU inh: -2; Yp Topo-I inh: 9; DUSP3 inh: -8; SSB-PriA inh: -9; SARS 3CLpro inh: -1; Rv3671c protease: 0; Vc quorum ag: -0.3; MazEF act: 5

Results for CC(=O)Cn1c(N2CCC(Cc3ccccc3)CC2)nc2c1c(=O)[nH]c(=O)n2C ?
PrPC TRFRET: -3; CCHF vOTU inh: 9; Yp Topo-I inh: -5; DUSP3 inh: -4; SSB-PriA inh: -11; SARS 3CLpro inh: 0; Rv3671c protease: -2; Vc quorum ag: -1.0; MazEF act: 8

How did CCCNC(=O)c1cc(Cl)c(NC(=O)C2=CSCCO2)cc1OC do in these assays?
PrPC TRFRET: 3; CCHF vOTU inh: 3; Yp Topo-I inh: 5; TcdB GH inh: -0.5; DUSP3 inh: 6; SSB-PriA inh: -4; SARS 3CLpro inh: 0; Rv3671c protease: -1; Vc quorum ag: -0.4; MazEF act: 12

How did COc1ccc(CN2CCN(CCCc3ccccc3)C(CCO)C2)c(OC)c1 (configuration not stated) do in these assays?
PrPC TRFRET: -5; CCHF vOTU inh: 1; Yp Topo-I inh: 17; TcdB GH inh: 0.0; DUSP3 inh: 15; SSB-PriA inh: 9; SARS 3CLpro inh: -1; Rv3671c protease: 3; Vc quorum ag: -4.7; MazEF act: 4

What do the screens show for `Fc1cccc(CCN2CCNC[C@H]2Cc2cccc3ccccc23)c1`?
PrPC TRFRET: -8; CCHF vOTU inh: 20; Yp Topo-I inh: -14; TcdB GH inh: 0.0; SSB-PriA inh: 5; Rv3671c protease: 2; Vc quorum ag: -1.0; MazEF act: 23

What do the screens show for `CCOC(=O)C1CCN(C(=O)Nc2cccc(Cl)c2)CC1`?
PrPC TRFRET: -4; CCHF vOTU inh: 15; Yp Topo-I inh: 1; DUSP3 inh: -10; SSB-PriA inh: -15; SARS 3CLpro inh: 3; Rv3671c protease: 8; Vc quorum ag: inactive; MazEF act: 4

Results for Nc1ccc(S(=O)(=O)NC2(C(F)(F)F)NC(=O)N(c3ccccc3F)C2=O)cc1 (configuration not stated) ?
PrPC TRFRET: -1; CCHF vOTU inh: 8; Yp Topo-I inh: -1; TcdB GH inh: -8.6; DUSP3 inh: -20; SSB-PriA inh: -6; SARS 3CLpro inh: -4; Rv3671c protease: -8; Vc quorum ag: 1.2; MazEF act: -5

How did Cc1cc(C(=O)Nc2ccc(S(=O)(=O)N3CCCC3)cc2)no1 do in these assays?
PrPC TRFRET: -7; CCHF vOTU inh: -18; Yp Topo-I inh: 4; TcdB GH inh: 0.3; DUSP3 inh: 32; SSB-PriA inh: -6; SARS 3CLpro inh: 4; Rv3671c protease: -2; Vc quorum ag: 0.6; MazEF act: 7

How did COc1ccccc1N1CCN(C(c2cccs2)C(C)NC(=O)C(=O)N2CCCCC2)CC1 (configuration not stated) do in these assays?
PrPC TRFRET: -1; CCHF vOTU inh: -10; Yp Topo-I inh: 18; TcdB GH inh: -5.9; DUSP3 inh: 12; SSB-PriA inh: -5; SARS 3CLpro inh: 4; Rv3671c protease: -3; Vc quorum ag: -1.8; MazEF act: 4

What do the screens show for `COc1ccc(NC(=O)CCCc2ccccc2)c(OC)c1`?
PrPC TRFRET: 13; CCHF vOTU inh: 10; Yp Topo-I inh: 9; TcdB GH inh: 1.1; DUSP3 inh: 23; SSB-PriA inh: -6; SARS 3CLpro inh: -3; Rv3671c protease: 1; Vc quorum ag: inactive; MazEF act: 3

What do the screens show for `COc1ccc(NC(=O)NCCCN2CCc3ccccc3C2)cc1`?
PrPC TRFRET: -9; CCHF vOTU inh: -1; Yp Topo-I inh: -3; TcdB GH inh: 1.4; DUSP3 inh: 2; SSB-PriA inh: -3; SARS 3CLpro inh: 4; Rv3671c protease: 0; Vc quorum ag: -0.2; MazEF act: 5

How did CCSCC(C)(C)n1[nH]c2ccccc2c1=O do in these assays?
PrPC TRFRET: 2; CCHF vOTU inh: 15; Yp Topo-I inh: -2; TcdB GH inh: -5.4; Vc quorum ag: -0.5; MazEF act: 14

What do the screens show for `COc1ccc2cc(Br)ccc2c1CC(=O)NC1CC(C)(C)NC(C)(C)C1`?
PrPC TRFRET: -1; CCHF vOTU inh: 0; Yp Topo-I inh: -5; DUSP3 inh: -24; SSB-PriA inh: -6; SARS 3CLpro inh: -2; Rv3671c protease: -7; Vc quorum ag: -0.5; MazEF act: 13

A section from further up, for reference:
What do the screens show for `COc1ccc(NC(=O)CCCc2ccccc2)c(OC)c1`?
PrPC TRFRET: 13; CCHF vOTU inh: 10; Yp Topo-I inh: 9; TcdB GH inh: 1.1; DUSP3 inh: 23; SSB-PriA inh: -6; SARS 3CLpro inh: -3; Rv3671c protease: 1; Vc quorum ag: inactive; MazEF act: 3

What do the screens show for `COc1ccc(NC(=O)NCCCN2CCc3ccccc3C2)cc1`?
PrPC TRFRET: -9; CCHF vOTU inh: -1; Yp Topo-I inh: -3; TcdB GH inh: 1.4; DUSP3 inh: 2; SSB-PriA inh: -3; SARS 3CLpro inh: 4; Rv3671c protease: 0; Vc quorum ag: -0.2; MazEF act: 5

Other structures follow.
Results for Cc1[nH]n(-c2ccccc2)c(=O)c1/C=C1\C=NN=C1c1ccccc1 ?
PrPC TRFRET: 12; CCHF vOTU inh: -4; Yp Topo-I inh: 7; TcdB GH inh: -2.2; DUSP3 inh: -26; SARS 3CLpro inh: 3; Rv3671c protease: -27; Vc quorum ag: -0.7; MazEF act: 0

Results for Cc1ccc(/C=N/NC(=S)Nc2cccc(S(=O)(=O)N(C)C)c2)o1 ?
PrPC TRFRET: 6; CCHF vOTU inh: 25; Yp Topo-I inh: 8; TcdB GH inh: 1.4; DUSP3 inh: 0; SARS 3CLpro inh: 3; Rv3671c protease: 14; Vc quorum ag: -3.7; MazEF act: 5

Results for CCC(Oc1ccccc1)C(=O)Nc1ccccn1 (configuration not stated) ?
PrPC TRFRET: -1; CCHF vOTU inh: 4; Yp Topo-I inh: 3; DUSP3 inh: 10; SSB-PriA inh: -10; SARS 3CLpro inh: 2; Rv3671c protease: 2; Vc quorum ag: inactive; MazEF act: 10

How did CC1CC(C)(C)N(C(=O)CN2CCN(C)CC2)c2ccccc21 (configuration not stated) do in these assays?
PrPC TRFRET: -7; CCHF vOTU inh: -4; Yp Topo-I inh: 3; TcdB GH inh: 1.2; DUSP3 inh: 0; SSB-PriA inh: 0; SARS 3CLpro inh: -10; Rv3671c protease: 7; Vc quorum ag: -0.4; MazEF act: 7

How did Cc1ccc(C)c(NC(=O)COC(=O)c2ccc(S(=O)(=O)N3CCCC3)cc2)c1 do in these assays?
PrPC TRFRET: -4; CCHF vOTU inh: -6; Yp Topo-I inh: -3; TcdB GH inh: -1.2; Vc quorum ag: inactive; MazEF act: -15

What do the screens show for `Cc1[nH]c2ccccc2c1SCC(=O)O`?
PrPC TRFRET: 2; CCHF vOTU inh: -1; Yp Topo-I inh: 8; DUSP3 inh: -4; SSB-PriA inh: -2; SARS 3CLpro inh: -3; Rv3671c protease: 4; MazEF act: 2

What do the screens show for `O=C(NCc1cc([N+](=O)[O-])ccc1O)c1cccc(NS(=O)(=O)c2ccccc2)c1`?
PrPC TRFRET: -5; CCHF vOTU inh: -3; Yp Topo-I inh: -8; TcdB GH inh: -0.4; DUSP3 inh: 5; SSB-PriA inh: -11; SARS 3CLpro inh: 3; Rv3671c protease: -13; Vc quorum ag: -0.1; MazEF act: 0

What do the screens show for `CCc1ccc(C(=O)CSc2n[nH]c(-c3ccncc3)n2)cc1`?
PrPC TRFRET: 3; CCHF vOTU inh: -20; Yp Topo-I inh: 3; TcdB GH inh: 1.4; DUSP3 inh: 18; SSB-PriA inh: -4; SARS 3CLpro inh: -2; Rv3671c protease: -6; Vc quorum ag: inactive; MazEF act: -3

How did O=C(Oc1ccccc1-c1nnco1)c1ccc(Cl)cc1 do in these assays?
PrPC TRFRET: 4; CCHF vOTU inh: 7; Yp Topo-I inh: 3; DUSP3 inh: 11; SSB-PriA inh: -12; SARS 3CLpro inh: 0; Rv3671c protease: 6; Vc quorum ag: -0.6; MazEF act: 5

What do the screens show for `Cc1ccnc(-n2c(C)cc(/C=C3\C(=O)NC(=S)N(C)C3=O)c2C)c1`?
PrPC TRFRET: -5; CCHF vOTU inh: -5; Yp Topo-I inh: 1; TcdB GH inh: 1.2; DUSP3 inh: 8; SSB-PriA inh: 1; SARS 3CLpro inh: 2; Rv3671c protease: -14; Vc quorum ag: -0.3; MazEF act: -17

What do the screens show for `CCc1cc(C(=O)N2CCCC(CCC(=O)N3CCN(c4ccccn4)CC3)C2)no1` (configuration not stated)?
PrPC TRFRET: 5; CCHF vOTU inh: 21; Yp Topo-I inh: 10; TcdB GH inh: 1.2; DUSP3 inh: 11; SSB-PriA inh: 4; SARS 3CLpro inh: 1; Rv3671c protease: -7; Vc quorum ag: -2.1; MazEF act: 7

How did Cc1ccc(/C=N/NC(=O)c2cccc(S(=O)(=O)Nc3ccccc3Cl)c2)s1 do in these assays?
PrPC TRFRET: 8; CCHF vOTU inh: 8; Yp Topo-I inh: 9; TcdB GH inh: 3.6; DUSP3 inh: -4; SARS 3CLpro inh: 1; Rv3671c protease: 7; Vc quorum ag: -4.8; MazEF act: -2

How did Cc1ccc(C(=O)N2CCC(N3CCC(C(=O)N4CCOCC4)CC3)CC2)cc1C do in these assays?
PrPC TRFRET: 2; CCHF vOTU inh: 4; Yp Topo-I inh: 2; TcdB GH inh: 1.3; DUSP3 inh: 18; SSB-PriA inh: 2; SARS 3CLpro inh: -5; Rv3671c protease: -3; MazEF act: -6

How did Fc1ccc(CSc2ccc(-c3ccco3)nn2)cc1 do in these assays?
PrPC TRFRET: 5; CCHF vOTU inh: -9; Yp Topo-I inh: 10; TcdB GH inh: -8.3; DUSP3 inh: 33; SSB-PriA inh: -5; SARS 3CLpro inh: 6; Rv3671c protease: 6; Vc quorum ag: -0.2; MazEF act: 2

Not all compounds are listed, so the mix of outcomes need not match the whole.
